# NPYLR7 agonist: mosquito NPYLR7 agonism. HEK293T NPYLR7/Galpha15, GCaMP6s calcium fluorescence. activation, % at 10 µM. 0.15% of 270,000 active. AID 1259423; in the data active = activation above about 40%;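 note: 0% = vehicle and 100% = reference agonist at the receptor; some compounds past the cut are filed as inactive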
# hcGAS inh: blocks human cGAS activity. Q8N884. recombinant h-cGAS, ATP depletion, Kinase-Glo luminescence. inhibition, % at 12.5 µM. 0.081% of 290,000 active. AID 1259398;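 note: 0% = vehicle reaction and 100% = reaction without DNA for no activity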
# Target sequence (Q8N884 whole entry, looked up): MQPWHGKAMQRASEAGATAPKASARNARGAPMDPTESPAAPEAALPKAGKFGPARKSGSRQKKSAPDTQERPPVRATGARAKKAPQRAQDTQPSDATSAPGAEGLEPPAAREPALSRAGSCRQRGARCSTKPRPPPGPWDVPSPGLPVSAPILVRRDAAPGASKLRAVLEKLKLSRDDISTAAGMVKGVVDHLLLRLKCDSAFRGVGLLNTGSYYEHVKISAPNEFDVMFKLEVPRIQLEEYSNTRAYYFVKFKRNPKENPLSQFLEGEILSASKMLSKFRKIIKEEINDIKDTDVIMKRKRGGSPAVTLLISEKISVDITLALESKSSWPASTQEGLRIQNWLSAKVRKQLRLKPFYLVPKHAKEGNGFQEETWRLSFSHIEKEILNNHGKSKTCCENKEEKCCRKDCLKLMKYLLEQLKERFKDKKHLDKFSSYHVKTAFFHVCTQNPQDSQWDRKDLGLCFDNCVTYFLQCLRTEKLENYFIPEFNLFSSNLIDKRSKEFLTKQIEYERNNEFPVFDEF
# mcGAS lum: mouse cGAS inhibition by luminescence | Q8C6L5 | recombinant cGAS, Kinase-Glo ATP depletion luminescence | inhibition, % at 12.5 µM | 0.15% of 160,000 active | AID 1259399;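 note: 0% = negative control wells and 100% = reference inhibitor with no enzyme activity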
# * marks the source's active call; other numbers are inactive results; / = not tested or not shown. Cut-off read from the data, not from the text of the source, unless noted: active = inhibition above about 40%; inactive = the rest.
SMILES,NPYLR7 agonist,hcGAS inh,mcGAS lum
Cc1ccc(-n2ncc3c(=O)n(NC(=O)C(C)Oc4ccccc4)cnc32)cc1C (stereo not drawn),3,-11,/
COc1cccc(C(=O)N2CCSC23C(=O)N(Cc2ccccc2Cl)c2ccc(F)cc23)c1 (stereo not drawn),11,-5,-4
CCC(C)NS(=O)(=O)c1ccc(C(=O)N(CC)C2CCN(C(C)c3ccccc3)C2)cc1 (stereo not drawn),2,-5,/
CCOC(=O)C1CCN(C(=O)COc2ccc3ccccc3c2)CC1,-3,-5,/
COCCn1cc(NC(=O)N2CCOCC2)c2ccccc21,13,-11,/
COc1cccc(CSc2nnc(C(C)NC(=O)/C=C/c3ccccc3)n2-c2cc(Cl)ccc2Cl)c1 (stereo not drawn),5,-6,-5
CC(C)c1csc(CCNC(=O)CC2C(=O)NCCN2C(C)C)n1 (stereo not drawn),/,0,-3
COCCOc1nc(-c2ccco2)n(-c2cccc(NC(=O)Nc3ccc(OC)cc3)c2)n1,-7,-10,-4
COc1ccc(C2=C(C(C)=O)Sc3nnc(-c4ccc(OC)cc4)n3N2C(C)=O)cc1,4,-12,/
Fc1ccc(Cn2cccc2CN(Cc2ccccc2F)C2CCCCC2)cc1,-4,-9,-7
CCCCCCCOc1ccc(NC(=O)C2OC3OC(C)(C)OC3C3OC(C)(C)OC23)cc1 (stereo not drawn),-5,-10,-4
Cc1cc(C)c(S(=O)(=O)N(CC(=O)N2CCc3sccc3C2c2ccc(Cl)cc2Cl)Cc2ccc(F)cc2)c(C)c1 (stereo not drawn),26,-2,-5
O=C(NC(c1ccc(F)cc1)c1ccc(SCc2ccccc2)cc1)c1cccnc1Oc1ccccc1 (stereo not drawn),-10,-5,-4
O=C1c2ccccc2NC2(Cc3ccccc3C2)N1CC(F)(F)F,0,3,/
Cc1nc2ccccn2c(=O)c1NC(=O)Nc1ccc2c(c1)OCCO2,11,-5,-10
C=CCN(C(=O)c1ccc([N+](=O)[O-])cc1Cl)C1CCCC1,-4,13,/
CN(Cc1cccc2cnccc12)C(=O)c1ccccc1C1CCNC1 (stereo not drawn),8,-3,/
O=C(Nc1ccc2c(c1)Cc1ccccc1-2)C1CCCO1 (stereo not drawn),-5,-4,/
O=C(CCc1ccccc1)Nc1ccnn1C1CCN(C(=O)c2cccs2)CC1,13,-10,-12
COc1ccccc1C(=O)N1CCN(Cc2cnc(-c3ccco3)nc2)CC1,2,-1,/
Cc1ccccc1-c1noc(CN2[C@@H]3CC[C@H]2CC(O)C3)n1 (stereo partly drawn),/,-1,-7
CCOc1cc(N(CC)CC)ccc1C=C1C(=O)NC(=O)NC1=O,16,-3,-6
COc1ccc(-c2nc(N3CCN(C(=O)Nc4ccc(C(F)(F)F)cc4)CC3)c3ccccc3n2)cc1,18,-7,-4
CCCCNS(=O)(=O)Cc1ccc(C#N)cc1,6,-9,/
O=C(NCCc1ccc(F)cc1)c1ccc(-c2n[nH]c3c2COc2ccccc2-3)cc1,/,0,-4
SMILES,NPYLR7 agonist,hcGAS inh,mcGAS lum
Cc1oc(-c2ccc(Cl)cc2)cc1C(=O)N1CCN(c2nccc(-c3ccco3)n2)CC1,-5,-10,-8
Cn1ncc2c(Nc3cccc(Cl)c3)nc(NCCN3CCOCC3)nc21,1,0,-5
CCOC(=O)C1(CC2CC2)CCN(C(=O)c2cc(-c3ccc(C)s3)[nH]n2)CC1,14,-7,-11
COC(=O)c1ccc(Cl)cc1NS(=O)(=O)c1ccc(OC)c(OC)c1,18,-16,-6
Cc1cc(C)cc(N2C(=O)CSC2c2ccc(NC(=O)c3ccc(F)cc3)cc2)c1 (stereo not drawn),1,-8,-5
CCCCc1nc(N2CCN(C(=O)c3ccco3)CC2)c2c(-c3ccc4ccccc4c3)noc2n1,21,-1,-4
O=C(Nc1ccccc1)C1=NN(C2CCS(=O)(=O)C2)C(=O)CC1 (stereo not drawn),10,-4,/
O=C(Cn1cc(C(F)(F)F)cc(Cl)c1=O)NC(=O)NC1CCCCC1,-4,-5,/
CCCCNC(=O)c1cn(C)cc2c(=O)n(-c3ccccc3)nc1-2,9,-4,-8
C=CCn1c(SC(C)C(N)=O)nnc1-c1ccc(Cl)cc1Cl (stereo not drawn),-6,-4,/
COc1cc(CN2CCCn3cccc3C2c2ccc(C(F)(F)F)cc2)cc(OC)c1 (stereo not drawn),-4,-7,-5
Cc1cc(C(=O)Nc2cccn(Cc3ccc(F)cc3)c2=O)on1,-26,5,/
COc1ccccc1-c1cc(C(=O)NC2CCCCC2)nc2cc(-c3ccccc3)nn12,16,-4,-7
Cc1cccn2c(=O)nc(SCc3ccc(Cl)cc3)nc12,5,-16,/
O=[N+]([O-])c1ccc(-c2cc(-c3cccc([N+](=O)[O-])c3)n[nH]2)cc1,-11,2,/
CC(=O)NNc1nc2ccccc2s1,-4,-1,-1
Cc1ccc(-c2nc3ccc(C)cn3c2N)c(C)c1,5,-3,-8
O=C1c2ccccc2C(=O)C1c1cc(=O)[nH]c2ccccc12,7,5,/
Cc1cccc(NC(=O)Nc2ccc(N3CCCC3)c(C(=O)NCc3cccnc3)c2)c1,7,-7,-6
O=C(c1ccc(CSc2nnc(-c3ccco3)n2-c2ccccc2F)cc1)N1CCOCC1,-1,-5,-5
Cc1ccnc(CC(C)N(C)C(=O)c2cc3ccccn3n2)c1 (stereo not drawn),-2,-3,-9
Cn1ccnc1Sc1ccc(F)cc1NC(=O)C1CC1,4,1,-3
O=C(O)c1cc(S(=O)(=O)Nc2cccc(F)c2)ccc1Cl,2,-14,/
COc1ccc(C(C)=O)cc1CC1(C)C(=O)Nc2ccc(-c3cccc(C(F)(F)F)c3)cc21 (stereo not drawn),-1,2,1
Cc1ccc(-n2c(O)c(C3=c4ccccc4=NC3=O)sc2=O)cc1,-2,-11,/
SMILES,NPYLR7 agonist,hcGAS inh,mcGAS lum
CN1[C@H]2CC[C@@H]1CN(C(=O)c1csc(-c3cccs3)n1)CC2,3,-1,/
CC(C)N(CCNC(=O)NC1CC1)C1CC1,4,-7,/
Cc1nc(-n2cccc2)sc1C(=O)N1CCN(CC(=O)c2ccco2)CC1,-3,-13,/
CCN(C)C(=O)c1ccc(-c2cc(N)nc3[nH]ccc23)nc1,1,0,/
CS(=O)(=O)C(C#N)=Cc1cccc(O)c1,9,-11,-5
Cc1ccc(CNC(=O)CCl)cc1F,-1,-1,-2
N#CC(C#N)C(=N)c1ccccc1,2,2,/
CC1CCN(CCCNS(=O)(=O)c2cccc(Br)c2)CC1,2,-7,-8
COCCCN1C(=O)C(=Cc2c(NCC3CCCO3)nc3c(C)cccn3c2=O)SC1=S (stereo not drawn),7,-3,-8
Cc1ncc(-c2c(-c3ccccc3)ncn2CCOc2ccccc2)[nH]1,10,1,-8
CSc1ccc(C(=O)CCC(=O)N2CCC3(CC2)OCCCO3)cc1,-12,-1,/
CC(=O)Nc1ccc(S(=O)(=O)NNC(=O)CCc2ccccc2)cc1,1,-4,-6
CCCc1nc(N2CCN(C(=O)Nc3cccc(OC)c3)CC2)c2c(-c3cccc(C(F)(F)F)c3)noc2n1,14,-1,-5
O=S(=O)(NCc1csc(Br)c1)N1CCCCC1,4,-2,-5
O=C(Cc1ccc(N(Cc2ccccc2)C(=O)C2CC2)cc1)NC1CC1,/,-8,-6
Cn1cccc1C(=O)NC(=O)CSc1nnc2n1CCCCC2,-1,-4,-4
CC1(C(=O)NS(=O)(=O)c2ccc(F)cc2F)CCN1C(=O)CC1CC1 (stereo not drawn),0,-11,/
CC1(C)Cc2c(sc3ncnc(N)c23)CO1,3,-11,/
COc1cccc(-c2ccc(NC(=O)C3CCCN(C(=O)C4CCC4)C3)cc2)c1 (stereo not drawn),-5,-4,/
CC(C)C(=O)c1ccc(-n2ncc3cccnc32)s1,-1,-4,/
CCOC(=O)C1CCN(C(=O)c2cc(-c3ccc(OC)cc3)n3nc(C)c(-c4ccccc4)c3n2)CC1,4,-4,-3
CC(c1nc(-c2ccncc2)no1)n1ccnc1-c1cccc(-n2cccn2)c1 (stereo not drawn),6,-7,-9
O=C(CCCCl)Nc1ccc(OC(F)(F)C(F)F)c(NC(=O)CCCCl)c1,-2,-4,-8
N#CC(=Cc1cccc(F)c1)S(=O)(=O)c1ccc(Br)cc1,9,-11,/
O=C1OC2(OC=C(c3ccccc3)C2=O)c2ccccc21 (stereo not drawn),2,-8,/

# Reprinted at random: four records from the list.
SMILES,NPYLR7 agonist,hcGAS inh,mcGAS lum
COCCCN1C(=O)C(=Cc2c(NCC3CCCO3)nc3c(C)cccn3c2=O)SC1=S (stereo not drawn),7,-3,-8
CC(c1nc(-c2ccncc2)no1)n1ccnc1-c1cccc(-n2cccn2)c1 (stereo not drawn),6,-7,-9
Cc1nc(-n2cccc2)sc1C(=O)N1CCN(CC(=O)c2ccco2)CC1,-3,-13,/
Cc1ncc(-c2c(-c3ccccc3)ncn2CCOc2ccccc2)[nH]1,10,1,-8

# By substructure, the compounds so far with a CF3 group (6)
SMILES,NPYLR7 agonist,hcGAS inh,mcGAS lum
O=C1c2ccccc2NC2(Cc3ccccc3C2)N1CC(F)(F)F,0,3,/
COc1ccc(-c2nc(N3CCN(C(=O)Nc4ccc(C(F)(F)F)cc4)CC3)c3ccccc3n2)cc1,18,-7,-4
O=C(Cn1cc(C(F)(F)F)cc(Cl)c1=O)NC(=O)NC1CCCCC1,-4,-5,/
COc1cc(CN2CCCn3cccc3C2c2ccc(C(F)(F)F)cc2)cc(OC)c1 (stereo not drawn),-4,-7,-5
COc1ccc(C(C)=O)cc1CC1(C)C(=O)Nc2ccc(-c3cccc(C(F)(F)F)c3)cc21 (stereo not drawn),-1,2,1
CCCc1nc(N2CCN(C(=O)Nc3cccc(OC)c3)CC2)c2c(-c3cccc(C(F)(F)F)c3)noc2n1,14,-1,-5

# Next section.
SMILES,NPYLR7 agonist,hcGAS inh,mcGAS lum
CCOCc1ccccc1NC(=O)NC1CCN(CC(F)(F)F)C1 (stereo not drawn),-4,-8,-14
O=C1C2C3C=CC(CO)(O3)C2C(=O)N1c1cccc2ccccc12 (stereo not drawn),-1,2,/
O=C(NC(c1ccc2ccccc2n1)c1cccs1)C1CCN(CCCc2ccccc2)CC1 (stereo not drawn),3,-4,0
Cn1nnc2c(N3CCN(C(=O)C(C)(C)C)CC3)ncnc21,0,-2,/
CC(C)(C)OC(=O)NCC(C)(C)c1nc(C2CC2)no1,8,3,/
CCCC1(CCC)NC(=O)N(Cc2nnc(-c3ccc(OC)cc3)o2)C1=O,4,2,/
OCc1ccc(-c2nccn2CCCn2ccnc2)o1,0,-2,0
Cc1cc2cc(CNC(=O)CCC(=O)O)ccc2[nH]1,4,-8,-8
CC(C)c1ccc(CN2CCCC(O)(CN3CCCC(F)(F)C3)C2=O)cc1 (stereo not drawn),10,-6,-9
Cc1ccc2oc(Cc3cccc(NC(=O)c4ccccc4C)c3)nc2c1,31,-7,-4
COc1ccc(-c2coc3c(C(=O)NCCN(C)C)cccc23)c(C)c1,-12,-1,-4
CCc1cc(N2CCOC(CCOC)C2)nc(N2CCOCC2)n1 (stereo not drawn),-3,-2,-8
CC(=O)N1CCC(n2c(C)nc(C(=O)NCCCN3CCCC3)c2C)CC1,/,-5,-4
CCc1cn[nH]c1C1CCCN(C(=O)CCc2nc3ccc(F)cc3[nH]2)C1 (stereo not drawn),7,1,-16
O=C(NCc1cccnc1)c1cc(N2CCOCC2)nc2ccccc12,26,-3,/
Nc1nccnc1C(=O)NNC(=O)CSc1ccc(Cl)cc1,-1,4,-2
COc1ccc(-c2csc3ncn(CC(O)COc4ccccc4)c(=O)c23)cc1 (stereo not drawn),1,-5,-6
CC1CCCN(S(=O)(=O)c2ccc(C(=O)N3CCCC3)cc2)C1 (stereo not drawn),12,0,/
Cc1cc(C)n(CCCC(=O)N2CCC3(CC2)NCCNC3=O)n1,16,-3,/
Cn1ccsc1=NC(=O)CCN1C(=O)c2ccccc2C1=O,-2,7,/
CC12CC(NC(=O)N1c1cccc(C(=O)Nc3ccccc3C(N)=O)c1)c1ccccc1O2 (stereo not drawn),6,-8,-9
Cc1cccc(=O)n1CCCNS(=O)(=O)NCc1ccccc1,-4,3,/
NC(=O)c1cc2cc([N+](=O)[O-])ccc2o/c1=N/O,-7,0,1
O=C(NCc1ccnc(N2CCCC2)c1)c1cc2c(s1)CCC2,1,-12,-10
CC(Cn1cccn1)c1n[nH]c(C2CC2)n1 (stereo not drawn),4,-11,/
O=c1c2nnn(-c3cccc(Cl)c3)c2ncn1Cc1ccc(C(F)(F)F)cc1,4,-4,/
C=C(C)COc1ccccc1C(=O)NCCN1CCNC1=O,-1,-6,-8
CCOc1ccc(-c2ccc(OCCNC(=O)CC)nn2)cc1,-2,-9,-8
CCOC(=O)c1cccnc1Oc1cccc(NC(=O)C(c2ccccc2)C2CCCCC2)c1 (stereo not drawn),-20,-4,-5
